PostGolgi ctrl: yeast control strain growth, post-Golgi counter-screen | inhibition, % at 10 µM | hit rate 5% among 98,000 | efflux-deficient yeast background strain, growth absorbance A615, 16 h | AID 738
sEH activator: increases human soluble epoxide hydrolase activity; activation, % at 2 µM; AID 717; purified human sEH enzymatic activity, activator screen; hit rate 0.04% among 91,000; P34913; in the data active = activation above about 37%; note: values of inactives mirror those of a sister screen read the other way
Target sequence (P34913 whole entry, looked up): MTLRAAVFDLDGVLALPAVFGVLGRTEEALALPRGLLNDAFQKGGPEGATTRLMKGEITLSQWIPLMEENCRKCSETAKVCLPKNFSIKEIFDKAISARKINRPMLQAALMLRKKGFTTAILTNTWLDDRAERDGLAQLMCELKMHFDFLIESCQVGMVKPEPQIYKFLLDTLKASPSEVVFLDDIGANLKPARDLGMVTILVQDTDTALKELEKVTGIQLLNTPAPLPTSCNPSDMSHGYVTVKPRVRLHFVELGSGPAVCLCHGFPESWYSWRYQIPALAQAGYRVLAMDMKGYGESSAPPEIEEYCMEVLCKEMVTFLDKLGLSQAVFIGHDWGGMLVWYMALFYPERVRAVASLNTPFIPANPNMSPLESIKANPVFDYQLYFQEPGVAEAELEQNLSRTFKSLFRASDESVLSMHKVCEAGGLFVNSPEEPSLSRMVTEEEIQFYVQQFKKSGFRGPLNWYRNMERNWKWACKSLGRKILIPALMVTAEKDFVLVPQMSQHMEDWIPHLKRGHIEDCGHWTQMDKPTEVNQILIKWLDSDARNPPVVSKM
E coli WT exp: blocks growth of wild type E. coli BW25113. OD600 absorbance. growth inhibition, % at 100 µM. AID 710. hit rate 0.15% among 98,000;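 active = growth inhibition above about 50% at one test dose, limit read from the data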;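 note: growth measured after 20 h incubation at 37 °C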
PLAP activator: human PLAP activation | activation fold at 20 µM | purified PLAP enzyme, luminescent substrate read-out; active compounds read high | hit rate 1.2% among 96,000; in the data active = activation fold above about 2
sEH inhibitor: inhibitors of human soluble epoxide hydrolase. hit rate 0.34% among 91,000. inhibition, % at 2 µM. recombinant human sEH enzymatic activity assay. P34913; in the data active = inhibition above about 80%; note: values of inactives mirror those of a sister screen read the other way; many of its hits are not listed in these tables
S1P2 agonist: agonists of human S1P2 receptor; O95136; hit rate 0.46% among 97,000; AID 729; S1P2-expressing cell line, agonist reporter read-out; activation, % at 4.5 µM; in the data active = activation above about 16%;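 note: 0% = vehicle low control and 100% = maximal reference agonist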
Target sequence (O95136 whole entry, looked up): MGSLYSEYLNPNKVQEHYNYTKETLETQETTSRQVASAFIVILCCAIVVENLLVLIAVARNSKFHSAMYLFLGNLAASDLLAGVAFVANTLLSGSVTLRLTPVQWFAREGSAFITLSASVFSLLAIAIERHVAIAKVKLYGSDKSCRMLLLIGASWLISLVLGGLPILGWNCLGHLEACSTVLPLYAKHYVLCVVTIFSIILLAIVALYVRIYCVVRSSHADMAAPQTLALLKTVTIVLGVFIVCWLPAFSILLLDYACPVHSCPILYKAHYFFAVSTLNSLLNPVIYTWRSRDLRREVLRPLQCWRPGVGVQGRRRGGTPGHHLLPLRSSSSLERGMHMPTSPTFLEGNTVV
PostGolgi yeast: growth inhibition of a yeast mutant, post-Golgi transport screen; post-Golgi transport phenotypic cell assay; inhibition, % at 10 µM; hit rate 0.9% among 98,000; AID 739;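 note: yeast cells grown in 1536-well plates; yeast grown about 18 h at 30C before absorbance read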
S1P2 antag: S1P2 (human) receptor antagonism | O95136 | cell-based S1P2 antagonist assay, inhibition at 5 uM | inhibition, % at 5 µM | hit rate 0.21% among 97,000 | AID 736; in the data active = inhibition above about 45%;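 note: CRE beta-lactamase reporter cells expressing human S1P2 stimulated with S1P; 0% = agonist at EC80 alone and 100% = agonist plus reference antagonist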
Mac1 fbg inh: inhibitors of human CD11b/CD18 binding to fibrinogen | P05107+P11215 | K562 CD11b/CD18 adhesion to fibrinogen, ATPlite luminescence; Mn2+ added to activate the integrin | inhibition, % at 10 µM | hit rate 0.54% among 93,000 | AID 1497;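 active = primary inhibition of 50% or more at 10 µM, then 40% or more on retest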; note: some results filed as inactive read as strong as hits
Starred values were filed as active, the others as inactive; . = no result given. Cut-off read from the data, not from the text of the source, unless noted: active = inhibition above about 30%; inactive = the rest.

SMILES	PostGolgi ctrl	sEH activator	E coli WT exp	PLAP activator	sEH inhibitor	S1P2 agonist	PostGolgi yeast	S1P2 antag	Mac1 fbg inh
CCn1ccc2cc(OC)ccc2c1=S	3.0	-10.2	-1.0	1	9.7	-9.0	4.7	5.3	-2.0
O=C(NCCc1c[nH]c2ccccc12)c1c(Cl)nc2sccn12	2.3	16.1	-11.0	0.8	-16.6	9.2	-0.7	-15.9	13.0
CCOc1ccccc1CN(CCc1ccc2c(c1)OCO2)Cc1ccccn1	7.6	2.0	7.0	1.2	-1.4	-6.3	-3.1	17.3	-5.1
c1ccc(OCc2nc(-c3ccccc3)no2)cc1	22.4	-1.8	5.0	0.8	2.5	-3.4	-9.5	-18.3	18.0
CCCc1nc(SCC(=O)Nc2ccccc2)c2c(=O)n(C)c(=O)n(C)c2n1	20.1	.	-5.0	1	.	-5.8	-4.9	-7.0	10.5
C/C(=N\Nc1nccnc1Cl)c1ccc([N+](=O)[O-])cc1	15.9	-8.3	-8.0	1	8.9	-10.2	-3.3	9.6	-9.1
CC(C)n1c(=S)[nH]c2c1c(=O)[nH]c(=O)n2C	1.3	-8.2	7.0	1	6.1	-5.3	1.1	15.1	13.2
COc1ccc2c(c1)OC1=C(C(=O)CCC1)C2C1=C(O)CCCC1=O (stereo not drawn)	5.6	-9.2	1.0	1.2	9.0	-0.1	-1.9	-4.8	.
COc1ccc(CNc2oc(-c3ccccc3)nc2C#N)cc1	12.7	.	1.0	1.1	.	.	9.4	.	-1.6
CCOC(=O)Cc1csc(NC(=O)CSc2nncn2C)n1	.	-7.5	.	.	6.8	-6.0	.	-7.1	.
CCOC(=O)c1[nH]c(C)c(C(=O)Nc2cccc(Cl)c2C)c1C	21.1	.	-2.0	1	.	-4.8	0.2	9.1	-2.1
CN1CCN(c2ccccc2NC(=O)c2ccc(-c3ccc(Cl)cc3Cl)o2)CC1	28.6	8.0	1.0	1.4	-4.6	-2.5	-12.8	-25.5	-7.2
CCOc1ccc(NC(=O)Cn2nnc(C(=O)NCCc3ccc(OC)c(OC)c3)c2N)cc1	2.7	4.8	-10.0	0.7	-3.5	-5.6	0.2	-17.4	-8.8
O=C(/C=C/c1ccc(Cl)cc1)N1CCN(c2ncccn2)CC1	-2.4	-3.5	1.0	0.8	1.8	-4.5	6.9	-2.9	0.2
CCCCN1CCc2c1nc1ccc(Br)cc1c2N	2.1	-1.6	22.0	.	1.0	-3.9	3.9	3.6	16.0
CC(C)(C)n1c(=O)[nH]c2c(c1=O)CCC2	4.6	.	-2.0	1	.	-4.5	5.6	1.7	9.4
Cc1ccc(Cl)cc1NC(=O)c1ccc(CSc2nnnn2C)cc1	0.0	-13.1	0.0	0.7	14.7	-0.6	23.2	-7.2	-3.9
O=C(NC1CCCC1)c1ccc(Br)o1	8.8	-1.5	6.0	0.7	-0.3	-0.4	7.6	5.5	5.4
O=C(CN1C(=O)CCS(=O)(=O)c2ccccc21)NCc1ccc2c(c1)OCO2	-1.0	.	7.0	1.1	.	.	3.8	.	14.2
COc1ccc(CSCC(=O)N/N=C/c2ccccc2OCc2ccccc2)cc1	20.8	-5.2	-20.0	1.2	8.1	-2.8	1.4	4.4	18.0
Cc1ccc(-c2nnn(CC(=O)NCCc3ccc4c(c3)OCO4)n2)o1	20.0	-15.8	0.0	1.1	15.4	-7.3	12.7	9.5	-1.9
O=C(O)CCS(=O)(=O)Cc1ccccc1Cl	8.7	-0.8	-7.0	0.8	-2.0	-2.3	19.2	-14.6	7.9
S=C(NCc1ccccn1)Nc1ccc(Cl)cc1	-6.1	8.8	7.0	0.9	-8.3	-5.7	6.2	4.7	.
O=C(CSc1nc2ccccc2o1)NCC(=O)c1ccccc1	-7.0	.	-2.0	1.1	.	.	-2.4	.	2.6
O=C(NC(Cc1ccccc1)C(=O)O)c1ccc(S(=O)(=O)N2CCOCC2)cc1 (stereo not drawn)	-0.5	-2.5	9.0	1.2	7.8	-4.6	4.6	-6.1	-4.8
Cc1cccnc1NCc1ccc(O)c2ncccc12	9.1	-9.3	17.0	2.6*	8.2	-1.6	-7.2	8.6	-5.7
COc1cc(NC(=O)NCCN2CCN(c3ccc(Cl)cc3)CC2)ccc1C	-0.1	-60.1	3.0	1.1	60.1	-1.5	15.1	-0.8	-18.6
CC(C)(C)SCCNS(=O)(=O)c1ccccc1	-11.3	4.8	-4.0	0.9	-6.2	-4.1	-5.2	7.0	2.0
COc1ccc(OCc2nnc3n2N=C(c2ccc(OC)cc2)CS3)cc1	32.1*	.	-10.0	1.4	.	-2.4	-2.2	-0.5	-7.4
Cc1ccc2cc(CCNC(=O)c3ccc(Br)o3)c(=O)[nH]c2c1	101.2*	14.8	9.0	1	-13.0	-6.7	21.4	26.8	.
COC(=O)c1sccc1NC(=O)c1cccnc1	-13.8	7.5	4.0	0.9	-2.0	-3.2	11.7	-14.6	-1.9
CCOc1ccccc1NS(=O)(=O)c1cccs1	2.7	-0.8	5.0	0.9	5.6	-3.3	3.7	10.9	-3.5
Cc1nnc(N2CCc3ccccc3C2)[nH]c1=O	-4.1	-1.8	4.0	1.1	5.0	-0.7	-3.1	3.5	-9.8
Nc1ccccc1N1CCOCC1	3.3	-2.6	1.0	0.9	3.3	-1.8	-0.8	-10.8	-29.2
COc1ccc(CC(=O)Nc2oc(-c3ccccc3)c(-c3ccccc3)c2C#N)cc1OC	-3.8	0.1	-10.0	.	-0.5	-3.1	-8.0	16.6	.
COc1ccc(C2CC(=O)C3=C(C2)Nc2ncnn2C3c2ccccc2C)c(OC)c1 (stereo not drawn)	7.0	.	-5.0	1.1	.	.	6.0	.	-8.7
O=c1c(Cc2ccc(Cl)cc2)c(O)ccn1Cc1ccccc1	0.8	-2.1	0.0	0.9	4.1	-5.2	14.6	17.4	-3.4
O=C(/C=C\Nc1ccccn1)c1ccccc1	13.7	-9.0	12.0	0.8	9.2	-5.5	3.8	8.3	16.8
Cc1cc(Cl)cc(C)c1OCCCCn1ccnc1	3.0	.	24.0	1	.	.	19.7	.	2.5
Cc1ccc(-n2ncc3c(NCc4ccccn4)ncnc32)c(C)c1	13.0	2.5	4.0	2*	-3.0	-4.2	2.6	4.4	-1.8

The closing five records of the part above come first, to join the parts.
SMILES	PostGolgi ctrl	sEH activator	E coli WT exp	PLAP activator	sEH inhibitor	S1P2 agonist	PostGolgi yeast	S1P2 antag	Mac1 fbg inh
COc1ccc(C2CC(=O)C3=C(C2)Nc2ncnn2C3c2ccccc2C)c(OC)c1 (stereo not drawn)	7.0	.	-5.0	1.1	.	.	6.0	.	-8.7
O=c1c(Cc2ccc(Cl)cc2)c(O)ccn1Cc1ccccc1	0.8	-2.1	0.0	0.9	4.1	-5.2	14.6	17.4	-3.4
O=C(/C=C\Nc1ccccn1)c1ccccc1	13.7	-9.0	12.0	0.8	9.2	-5.5	3.8	8.3	16.8
Cc1cc(Cl)cc(C)c1OCCCCn1ccnc1	3.0	.	24.0	1	.	.	19.7	.	2.5
Cc1ccc(-n2ncc3c(NCc4ccccn4)ncnc32)c(C)c1	13.0	2.5	4.0	2*	-3.0	-4.2	2.6	4.4	-1.8
COc1ccc(-n2cc(C(=O)O)c3ccccc3c2=O)cc1	3.1	-8.5	-7.0	0.9	7.6	-2.5	1.8	-11.8	-11.1
CCOc1cc(NS(=O)(=O)c2ccccc2)c(OCC)cc1NC(=O)c1ccco1	18.0	-7.0	0.0	1.1	5.1	-6.3	-1.6	-13.7	-1.8
COc1cc2c(cc1OC)CN(S(C)(=O)=O)CC2	-1.6	-1.5	4.0	1	-1.2	-8.5	-4.0	-1.7	4.2
CCOC(=O)C1=C(CS(=O)(=O)c2ccccc2)NC(=O)NC1c1ccccc1 (stereo not drawn)	-3.9	-7.9	-8.0	0.7	7.6	-6.7	-1.4	18.8	-12.4
CCN1CCN(C(=O)CCc2nc3ccccc3c(=O)[nH]2)CC1	-6.2	-5.1	7.0	1.1	3.6	-6.2	5.9	5.6	-17.4
COc1ccc(C(=O)Nc2scc(-c3ccc(Cl)cc3Cl)c2C(N)=O)cc1	16.1	10.3	-11.0	1	-7.5	-6.6	1.6	9.3	6.6
CCCCNC(=O)Oc1cccc(N2CCCC2=O)c1	5.0	17.9	4.0	1.2	-17.3	-4.2	-2.3	-12.2	-12.3
c1ccc2c(c1)CCN(CCCNc1nc3ccccc3n3cnnc13)C2	9.5	-3.3	7.0	1.8	5.5	-5.7	3.7	5.7	-21.7
C=CCNC(=O)CCCc1ccccc1	2.7	.	10.0	0.9	.	.	10.2	.	-9.8
CCn1c(Cc2c(C)[nH]c3ccccc23)nnc1SCC(=O)NCc1ccccc1	6.0	5.1	9.0	1	-1.4	-7.1	1.8	5.4	11.0
NC(=O)C1(N2CCCCC2)CCN(CC(=O)Nc2cc(Cl)ccc2Cl)CC1	5.4	-10.8	-1.0	1.6	5.9	14.7	-6.9	-1.1	.
COCc1nnc(NC(=O)CC(c2ccccc2)c2ccccc2)s1	2.4	-12.1	-8.0	1	11.7	-8.0	-9.2	-3.1	.
Cc1ccnc(SCCn2c(N3CCN(c4ccccc4)CC3)nc3c2c(=O)[nH]c(=O)n3C)n1	3.4	3.5	-2.0	1.3	-4.6	-4.5	-3.4	30.8	-12.7
COc1ccc2[nH]c(=O)c(CN(Cc3nnnn3CCc3ccccc3)CC3CCCO3)cc2c1 (stereo not drawn)	5.9	-3.5	6.0	1.7	5.1	-1.7	1.9	-5.0	14.9
COC(=O)c1sccc1NC(=O)Cn1cnc2c1c(=O)n(C)c(=O)n2C	0.6	1.2	-14.0	0.9	-3.1	-1.6	11.2	6.3	0.4
CSc1cccc(NC(=O)CN(C)S(=O)(=O)c2ccc(F)cc2)c1	17.5	4.4	-6.0	0.9	-5.1	-6.5	-17.3	-19.4	-36.9
Cc1oc(-c2cccc(Cl)c2)nc1CN1CCCC(C(=O)NCCCN2CCOCC2)C1 (stereo not drawn)	3.6	-3.7	7.0	1.2	5.5	-8.0	-2.4	12.2	.
COc1ccc(NC(=O)C(NC(C)=O)C(=O)NCc2ccccc2)cc1 (stereo not drawn)	8.4	-0.3	-1.0	1.2	-2.1	-10.0	13.2	15.1	.
C=CCn1c(SCn2nnc3ccccc3c2=O)nnc1C1CCCCC1	32.4*	-5.7	-1.0	0.8	5.2	-1.8	-7.5	2.7	-9.2
COCCNC(=O)CSc1nc2ccccc2c2nc(C)nn12	6.0	-5.7	-2.0	1	5.4	-4.0	-11.1	-5.4	-0.3
Cc1ccc(-n2[nH]c(C)c(C=NC34CN5CN(CN(C5)C3)C4)c2=O)cc1C	0.5	-6.2	8.0	1.2	8.2	-5.2	-1.1	-6.5	3.8
CCC(C)N=CC1=C(O)C(C(=O)OC)C(C)(C)CC1=O (stereo not drawn)	.	8.6	.	.	-3.3	-6.7	.	-4.9	.
CCCS(=O)(=O)N1CCC(C(=O)NCCCN(CC)c2cccc(C)c2)CC1	-8.4	.	-9.0	1.1	.	-8.4	2.1	5.3	-2.1
O=C(NC1CCCC1)C(NS(=O)(=O)c1cccc2nsnc12)c1ccccc1 (stereo not drawn)	15.0	-10.6	3.0	0.9	10.2	-4.4	-1.3	13.6	-6.9
CCCSc1nnc2c(n1)OC(c1cccn1C)N(C(C)=O)c1ccccc1-2 (stereo not drawn)	6.2	15.1	-2.0	1.1	-15.7	-0.4	0.9	9.4	-14.3
O=C(O)c1ccc(N2CCCCCC2)c(N2C(=O)c3ccccc3C2=O)c1	3.2	0.0	-3.0	1.1	0.2	-3.8	-3.1	9.3	-3.2
O=c1nc2scc(-c3ccccc3)n2c2ccccc12	13.7	19.9	-7.0	0.8	-18.0	-7.5	2.4	5.9	-6.2
O=C(Nc1ccc(N2CCCC2)cc1)c1ccccc1F	.	-3.2	.	.	2.5	-6.2	.	5.2	.

Some of these compounds in order of molar mass, highest first.
SMILES	PostGolgi ctrl	sEH activator	E coli WT exp	PLAP activator	sEH inhibitor	S1P2 agonist	PostGolgi yeast	S1P2 antag	Mac1 fbg inh
CCCS(=O)(=O)N1CCC(C(=O)NCCCN(CC)c2cccc(C)c2)CC1	-8.4	.	-9.0	1.1	.	-8.4	2.1	5.3	-2.1
O=C(O)c1ccc(N2CCCCCC2)c(N2C(=O)c3ccccc3C2=O)c1	3.2	0.0	-3.0	1.1	0.2	-3.8	-3.1	9.3	-3.2
CCC(C)N=CC1=C(O)C(C(=O)OC)C(C)(C)CC1=O (stereo not drawn)	.	8.6	.	.	-3.3	-6.7	.	-4.9	.
